# Screening results deposited in PubChem by several laboratories.
# OXTR agonist: activates the human oxytocin receptor. CHO-OTR cells, Fluo-8 calcium fluorescence; normalized: DMSO 0%, oxytocin 100%. activation, % at 3 µM. P30559. 320,000 compounds, 0.32% hits;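 active = activation above the mean of all tested compounds plus 3 SD, cutoff set per screening run, cut at about 20% in these data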;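 also: peak over basal fluorescence ratio from a 100 s FLIPR kinetic read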
# OXTR potentiate: potentiators of human oxytocin receptor; P30559; CHO-OTR cells, Fluo-8 calcium fluorescence, potentiator mode; 0% = oxytocin EC15, 100% = EC100; activation, % at 3 µM; 320,000 compounds, 0.061% hits;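 active = activation above that plate's cutoff, the mean activation of tested compounds plus 3 SD, cut at about 6.6% in these data, passing the limit was not always enough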;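 also: 100% uses oxytocin at 75 nM as the full agonist control; some results filed as inactive read as strong as hits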
#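 Assay system: CHO cell line stably expressing human OTR. Reagent: EC15 oxytocin agonist. Dosing: single dose, 3.0 µM nominal final compound concentration. Timing: compound 6 min at room temperature before oxytocin, 100 s read. Signal: kinetic Fluo-8 calcium fluorescence. Controls: oxytocin EC15 low and EC100 high.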
# NALP1 yeast inh: blocks the NALP1 inflammasome reconstituted in yeast. S. cerevisiae NALP1/ASC/caspase-1 growth, X-gal OD620, 72 h. inhibition, % at 10 µM. 280,000 compounds, 0.61% hits; in the data active = inhibition mostly above about 24%, no sharp cut-off; inactive = mostly below about 32%; also: some compounds called inactive have numbers as strong as hits
# V1R ag counter: counter-screen for oxytocin receptor agonists: human V1a receptor agonists | P37288 | CHO-V1R cells, Fluo-8 calcium fluorescence, agonist mode; 0% DMSO, 100% 3 nM vasopressin | activation, % at 3 µM | 320,000 compounds, 0.25% hits;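 active = activation above the mean activation of all tested compounds plus 3 SD, per screening run, cut at about 20% in these data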;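 also: signal is peak over basal fluorescence ratio across a 100 second FLIPR read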
# Target sequence (P37288 whole entry, looked up): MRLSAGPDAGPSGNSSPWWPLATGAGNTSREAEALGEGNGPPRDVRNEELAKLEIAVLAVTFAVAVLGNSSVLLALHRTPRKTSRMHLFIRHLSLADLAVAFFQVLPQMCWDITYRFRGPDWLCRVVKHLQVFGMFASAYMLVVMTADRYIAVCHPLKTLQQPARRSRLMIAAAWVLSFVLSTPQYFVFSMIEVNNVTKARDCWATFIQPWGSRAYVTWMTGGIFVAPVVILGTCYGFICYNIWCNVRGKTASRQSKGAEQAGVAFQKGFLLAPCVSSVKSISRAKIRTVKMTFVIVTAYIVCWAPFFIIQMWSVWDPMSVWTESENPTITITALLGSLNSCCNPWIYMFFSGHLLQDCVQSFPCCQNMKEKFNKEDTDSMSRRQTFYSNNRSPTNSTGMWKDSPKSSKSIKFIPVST
# MEKK2wt PB1 HTS: raises or lowers MEK5 binding to wildtype human MEKK2 PB1 domain; Q9Y2U5; bead flow cytometry, Alexa488-MEK5 binding to MEKK2 WT; actives lie on both sides; binding response (% of control), % at 10 µM; 290,000 compounds, 1.1% hits; AID 1531; in the data active = binding response below about 67% or above about 130%
# M18AAP inhibitor: blocks P. falciparum M18 aspartyl aminopeptidase | recombinant PfM18AAP, H-Glu-NHMec fluorogenic cleavage | inhibition, % at 7.35 µM | 290,000 compounds, 1.2% hits | AID 1822;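 active = inhibition above the campaign mean inhibition over all tested compounds plus 3 SD, cut at about 28% in these data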;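 also: 0% = plate median of test compound wells and 100% = 2 mM ZnCl2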
# GalR3 antag: blocks the human galanin receptor 3 | O60755 | HEK293 GalR3-CNG cAMP membrane potential fluorescence; galR3 body fused to GalR1 C-terminus | inhibition, % at 3 µM | 360,000 compounds, 0.44% hits | AID 651719;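 active = inhibition above the screen-wide average plus 3 SD, cut at about 13% in these data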;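 also: forskolin and galanin both at EC90 stimulate the cells; cAMP rise reported by CNG channel membrane potential dye signal; 0% = forskolin plus galanin with DMSO and 100% = forskolin alone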
# Target sequence (O60755 1-299 limits assumed): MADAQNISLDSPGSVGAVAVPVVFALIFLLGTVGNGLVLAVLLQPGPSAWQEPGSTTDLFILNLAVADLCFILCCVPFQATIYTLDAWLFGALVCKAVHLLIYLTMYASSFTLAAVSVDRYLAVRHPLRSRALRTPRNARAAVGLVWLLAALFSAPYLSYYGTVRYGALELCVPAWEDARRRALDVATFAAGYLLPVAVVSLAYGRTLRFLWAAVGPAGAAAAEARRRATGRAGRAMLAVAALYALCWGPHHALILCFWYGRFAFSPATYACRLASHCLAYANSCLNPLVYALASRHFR
# GPR7 antag: blocks human GPR7 receptor signaling | P48145 | GPR7-expressing cells, fluorescence antagonist assay | inhibition, % at 4.4 µM | 290,000 compounds, 1.1% hits | AID 1861; in the data active = inhibition above about 16%, passing the limit was not always enough;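 also: cells stimulated with the agonist NPW; 0% = agonist with vehicle and 100% = vehicle without agonist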
# Target sequence (P48145 whole entry, looked up): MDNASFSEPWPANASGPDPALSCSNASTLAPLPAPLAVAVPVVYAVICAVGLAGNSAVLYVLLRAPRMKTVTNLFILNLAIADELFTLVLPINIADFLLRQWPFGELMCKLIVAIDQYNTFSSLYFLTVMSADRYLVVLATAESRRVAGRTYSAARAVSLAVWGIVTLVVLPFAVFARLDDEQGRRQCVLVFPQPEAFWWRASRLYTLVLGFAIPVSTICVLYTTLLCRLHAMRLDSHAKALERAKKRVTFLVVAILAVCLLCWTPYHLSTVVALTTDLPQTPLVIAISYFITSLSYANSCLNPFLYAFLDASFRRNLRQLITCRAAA
# MEKK2mut PB1 HTS: signal of MEK5 binding to mutant human MEKK2 PB1 domain. 290,000 compounds, 0.35% hits. percent response, % at 10 µM. bead flow cytometry, Alexa488-MEK5 binding to MEKK2 mutant; in the data active = percent response above about 24%, passing the limit was not always enough; also: inactives centre near 1; some results filed as inactive read as strong as hits
# An asterisk follows results filed as active; . = not tested or not shown.
SMILES,OXTR agonist,OXTR potentiate,NALP1 yeast inh,V1R ag counter,MEKK2wt PB1 HTS,M18AAP inhibitor,GalR3 antag,GPR7 antag,MEKK2mut PB1 HTS
CCOC(=O)c1cc(C)sc1NC(=O)C1CCC1,-1.8,-4,.,-1.1,106,3,-4,-15,2
Cc1c(C)n(-c2ccccc2)c2ncnc(NCCCN(C)C)c12,-0.3,-18,20,-0.5,105,2,-12,-1,2
CC(=O)C1=C(O)CCCC1=NCc1nc2ccccc2[nH]1,1.2,-3,-3,2.0,86,-7,-2,-12,-12
Cc1csc(N/N=C/c2ccc(O)c([N+](=O)[O-])c2)n1,0.3,-3,-12,-0.4,95,25,-3,-9,0
CC1(c2nnc(-c3ccncc3)o2)CC(c2ccc(Cl)cc2)=NO1 (configuration not stated),8.0,-11,.,11,113,.,-5,.,6
CCCCCn1c(=O)[nH]c2cc(C(=O)Nc3ccc(OC)cc3)ccc2c1=O,5.1,-9,11,2.5,94,-8,.,13,-2
COc1ccc(S(=O)(=O)NCCOc2ccccc2)cc1C,-0.8,-7,50*,1.7,95,-8,1,3,-9
O=C(O)COCC(=O)Nc1ccc2c(c1)CCC2,-0.2,-1,28,-0.8,101,1,-4,-13,-4
CN(C)S(=O)(=O)c1cccc(NC(=O)COc2ccc(C(=O)c3ccccc3)cc2)c1,11,-14,8,9.9,91,-12,-9,32*,-10
O=C(NNc1ccc([N+](=O)[O-])cc1)c1ccccc1F,.,.,4,.,82,39*,9,-5,-4
CCCn1nc(C(=O)NNC(=O)c2ccc(OC(F)F)cc2)c2ccccc2c1=O,-1.7,4,.,-0.9,.,.,-5,.,.
CC(=O)c1c(C)[nH]c(C(=O)OCC(=O)N(C)c2c(N)n(Cc3ccccc3)c(=O)[nH]c2=O)c1C,0.1,-5,.,0.4,.,.,0,.,.
CCCC(=O)Nc1ccc(C(=O)NNC(=O)COc2ccc(Br)c(C)c2)cc1,0.5,-5,6,-0.3,.,-12,-3,-3,.
CC[C@H](C)[C@H](NC(=O)c1ccc(Cl)cc1)C(=O)OCC(=O)c1ccc2c(c1)NC(=O)CO2,5.5,-17,24,3.9,106,-5,-8,-9,4
O=C1CC(N2CCSCC2)C(=O)N1c1ccc(Br)cc1 (configuration not stated),-0.8,-2,6,-1.0,103,9,1,-7,19
O=C1CSC(=NC2CCCCC2)N1,-0.7,-9,2,0.2,98,7,9,1,0
Cc1ccc(Nc2nc(CSc3nnc(-c4ccccc4C)n3C)cs2)cc1,-3.3,-4,39,-0.2,97,-7,1,6,1
O=C(COC(=O)Cn1nc(-c2ccccc2)oc1=O)Nc1ccc(F)cc1,6.7,-3,.,5.5,.,.,0,.,.
Cc1ccnn1Cc1cc(C(=O)O)c2ccccc2n1,-0.1,-13,14,1.0,91,1,-4,-12,-3
CCn1c(COc2ccc(=O)n(-c3ccccc3)n2)nnc1SCc1cccc(OC)c1,-0.4,6,5,0.6,102,-6,-6,12,-1
CCOc1cc(/C=C2\CCCc3c2nc2ccccc2c3C(=O)O)ccc1OC,7.4,1,7,60*,98,20,-10,-8,1
CCOC(=O)c1cc(-c2ccncc2)nc2c1c(C)nn2-c1ccccn1,-1.2,-5,.,-0.7,96,4,-5,11,6
Cc1ccc(NS(=O)(=O)c2ccc(-c3cnc(C4CC4)o3)cc2)cc1,3.3,-12,12,5.3,99,5,-1,5,2
CCOc1ccc(C(=O)NCC(=O)OCC(=O)N2C(C)CCCC2C)cc1 (configuration not stated),-0.1,-7,4,0.5,88,2,1,-16,0
COc1ccc(C=Nc2ccc3[nH]ncc3c2)c(O)c1,0.3,-8,3,-0.8,101,0,-3,-16,-3
SMILES,OXTR agonist,OXTR potentiate,NALP1 yeast inh,V1R ag counter,MEKK2wt PB1 HTS,M18AAP inhibitor,GalR3 antag,GPR7 antag,MEKK2mut PB1 HTS
COc1cccc(C(=O)NCC2(c3ccccc3)CCCC2)c1OC,-2.6,-4,20,-0.5,102,2,0,-9,7
COCCn1c(=O)[nH]c(=O)c2c1nc(-c1cc(Br)c3c(c1)OCO3)n2Cc1ccccc1,-0.6,-9,11,0.4,102,-1,15*,-2,6
O=C(COc1ccc(Cl)cc1Br)N1CCN(c2ccccc2)CC1,-0.9,-6,11,-0.3,103,3,-6,-6,5
COC(=O)c1cc(COC(=O)c2nc3nc(C)cc(C)n3n2)oc1C,-0.2,-3,12,0.5,92,-17,-4,-3,-3
COc1ccc(N(CC(=O)NC2CCCC2)C(=O)Cn2nnc(-c3ccc(C)o3)n2)cc1,.,.,1,.,103,1,-7,6,7
N=C1c2ccccc2CN1NC(=O)COc1ccc(Cl)cc1,0.1,-12,3,0.2,94,-5,-5,-11,-11
Cc1ccc2nc3c(cc(C(=O)NCCc4ccccc4)c(=N)n3CCN3CCOCC3)c(=O)n2c1,-0.6,-15,-18,1.2,105,12,.,6,6
CCOc1ccccc1NC(=O)c1cccc(NC(=O)c2ccco2)c1,-2.3,-7,13,0.1,90,-1,-3,-4,-12
CCCCN(C(=O)COC(=O)CSc1cc(C)c2ccccc2n1)c1c(N)n(CCC)c(=O)[nH]c1=O,-0.7,-4,3,0.0,104,-4,-2,-15,4
CC(CCc1ccc(O)cc1)NCc1ccc(Br)cc1 (configuration not stated),6.3,-13,21,9.5,110,11,31*,5,2
O=C(NCC1CCCO1)C(=O)N/N=C\c1ccc2c(c1)OCO2 (configuration not stated),.,.,4,.,100,2,1,-20,1
N=c1sccn1CC(=O)Nc1cccc(Oc2ccccc2)c1,7.9,-14,14,10,.,-3,-7,9,.
CCn1ccnc1CN1CCc2c([nH]c3ccccc23)C1C1CCCCC1 (configuration not stated),-0.5,1,12,0.2,107,-1,-4,1,-5
CCc1cccc(C)c1NC(=O)COC(=O)C(NS(=O)(=O)c1ccc(Cl)cc1)C(C)O (configuration not stated),-0.5,-4,23,1.7,92,3,-2,10,-4
O=c1cc(-c2ccccc2)n(S(=O)(=O)c2ccccc2)o1,-0.2,-4,2,0.9,115,9,-2,-9,12
CC1=C(C(=O)OC2CCCCC2)C(c2cccs2)n2c(nc3ccccc32)N1 (configuration not stated),-1.6,-10,13,0.7,102,-4,-1,-9,1
CC(C)Cc1cc(C(=O)N2CCCC(CO)(Cc3ccc(F)cc3)C2)no1 (configuration not stated),3.1,-12,17,1.8,91,11,-8,18,-5
CN(CCc1nc2ccccc2[nH]1)Cc1nc(CC2CC2)no1,0.1,2,1,0.8,93,-6,-1,-6,-6
CSc1ccc(/C=N\NC(=O)COc2ccc(Cl)cc2Br)cc1,-0.9,-7,2,0.0,99,-14,-5,-8,4
Cc1ccc(CS(=O)(=O)CCC(=O)NCCC(C)C)cc1,-1.6,1,0,0.6,101,1,-1,3,2
CC(C(=O)OCC(=O)c1ccccc1)N1C(=O)C2C3CCC(C3)C2C1=O (configuration not stated),0.4,-10,0,-0.1,97,0,-5,-8,-4
Cc1cccc(OCCn2c(=S)[nH]c3ccccc32)c1,-1.1,-2,20,-0.7,97,-2,-1,-8,16
Cc1ccc(O)c(C(=O)c2cc(C#N)c3nc4ccccc4n3c2)c1,1.7,-6,-6,1.2,100,1,-5,-13,3
Cc1ccc2oc(C(=O)NC3CCS(=O)(=O)C3)c(C)c2c1 (configuration not stated),.,.,20,.,101,4,-2,-10,0
CC(=O)c1ccc(NC(=O)C2CCCO2)cc1 (configuration not stated),1.3,-3,16,-0.6,108,0,-9,-25,3
SMILES,OXTR agonist,OXTR potentiate,NALP1 yeast inh,V1R ag counter,MEKK2wt PB1 HTS,M18AAP inhibitor,GalR3 antag,GPR7 antag,MEKK2mut PB1 HTS
Cc1ccc(NC(=O)C(=O)NCC2CCN(C(=O)c3cccc([N+](=O)[O-])c3)CC2)cc1,0.3,-2,-12,2.1,94,-4,-9,5,-7
CN1N=C2c3ccccc3CCC2C1c1ccc(C(F)(F)F)cc1 (configuration not stated),0.3,-8,.,4.0,105,1,.,-6,7
COc1ccc(CCNC(=O)C2CCN(S(=O)(=O)c3c(C)noc3C)CC2)cc1OC,-0.3,1,8,0.1,103,-5,-4,29*,1
O=C(Nc1ccccc1C(=O)NCCN1CCOCC1)c1ccco1,0.1,-4,25,0.7,107,2,-5,-8,9
CCc1nc(-c2ccccc2)c2ccccn12,-0.2,-8,17,0.0,103,-2,-2,-4,8
CC(C)C(=O)NNC(=O)C1CC1(c1ccccc1)c1ccccc1 (configuration not stated),1.6,-8,-24,0.8,104,-3,-12,-2,2
C=CCN1C(=O)S/C(=C\c2ccc3c(c2)n(C)c(=O)n3C)C1=O,0.5,-3,11,1.1,102,0,4,-6,-2
C/C(=N\Nc1nc(C(C)(C)C)cs1)c1ccccc1,-1.1,-20,.,0.1,138,8,-10,-4,8
O=C1C=C(NCc2ccc(Cl)cc2)CCC1,0.3,0,18,0.5,106,16,4,2,15
CN(C)S(=O)(=O)N1CCC(Oc2cccc(C(=O)NCCC3=CCCCC3)c2)CC1,6.7,-16,16,9.5,98,-3,0,21,-4
CC[C@]12c3[nH]c4ccccc4c3CCN1C(=O)C(CC(=O)NCC13CC4CC(CC(C4)C1)C3)C[C@@H]2C(=O)N1CCN(C(=O)c2ccco2)CC1 (some centres not stated),0.2,-6,.,0.5,.,.,-6,.,.
Cc1ccc(C(=O)Oc2ccc(-c3nnco3)cc2)o1,0.6,6,.,1.4,.,.,-2,.,.

# Part of the list above, with values under each structure:
# Every second line gives: OXTR agonist | OXTR potentiate | NALP1 yeast inh | V1R ag counter | MEKK2wt PB1 HTS | M18AAP inhibitor | GalR3 antag | GPR7 antag | MEKK2mut PB1 HTS
> COc1ccc(CCNC(=O)C2CCN(S(=O)(=O)c3c(C)noc3C)CC2)cc1OC
  -0.3 | 1 | 8 | 0.1 | 103 | -5 | -4 | 29* | 1
> O=C(Nc1ccccc1C(=O)NCCN1CCOCC1)c1ccco1
  0.1 | -4 | 25 | 0.7 | 107 | 2 | -5 | -8 | 9
> CCc1nc(-c2ccccc2)c2ccccn12
  -0.2 | -8 | 17 | 0.0 | 103 | -2 | -2 | -4 | 8
> CC(C)C(=O)NNC(=O)C1CC1(c1ccccc1)c1ccccc1 (configuration not stated)
  1.6 | -8 | -24 | 0.8 | 104 | -3 | -12 | -2 | 2
> C=CCN1C(=O)S/C(=C\c2ccc3c(c2)n(C)c(=O)n3C)C1=O
  0.5 | -3 | 11 | 1.1 | 102 | 0 | 4 | -6 | -2
> C/C(=N\Nc1nc(C(C)(C)C)cs1)c1ccccc1
  -1.1 | -20 | . | 0.1 | 138 | 8 | -10 | -4 | 8
> O=C1C=C(NCc2ccc(Cl)cc2)CCC1
  0.3 | 0 | 18 | 0.5 | 106 | 16 | 4 | 2 | 15
> CN(C)S(=O)(=O)N1CCC(Oc2cccc(C(=O)NCCC3=CCCCC3)c2)CC1
  6.7 | -16 | 16 | 9.5 | 98 | -3 | 0 | 21 | -4
> CC[C@]12c3[nH]c4ccccc4c3CCN1C(=O)C(CC(=O)NCC13CC4CC(CC(C4)C1)C3)C[C@@H]2C(=O)N1CCN(C(=O)c2ccco2)CC1 (some centres not stated)
  0.2 | -6 | . | 0.5 | . | . | -6 | . | .
> Cc1ccc(C(=O)Oc2ccc(-c3nnco3)cc2)o1
  0.6 | 6 | . | 1.4 | . | . | -2 | . | .

# This is a random part of the collection. About 4.1% of those tested had a hit in this group.
